High-throughput results from PubChem.
EPAC2 antag: antagonists of human EPAC2; Q8WZA2; EPAC2 GEF exchange of Rap1B-BODIPY-GDP, fluorescence; Potency, µM (doses to about 114 µM), for inactives: top-dose activity, negative = inhibition, actives largely listed as inhibitors; 0.18% of 360,000 active; AID 720708; note: potency is the fitted concentration of half-maximal effect; % is set by controls: 0 for no effect and ±100 for the full control effect; nearly all actives have a fitted effect of over 45% in size; many of its hits are not listed in these tables
Target sequence (Q8WZA2 whole entry, looked up): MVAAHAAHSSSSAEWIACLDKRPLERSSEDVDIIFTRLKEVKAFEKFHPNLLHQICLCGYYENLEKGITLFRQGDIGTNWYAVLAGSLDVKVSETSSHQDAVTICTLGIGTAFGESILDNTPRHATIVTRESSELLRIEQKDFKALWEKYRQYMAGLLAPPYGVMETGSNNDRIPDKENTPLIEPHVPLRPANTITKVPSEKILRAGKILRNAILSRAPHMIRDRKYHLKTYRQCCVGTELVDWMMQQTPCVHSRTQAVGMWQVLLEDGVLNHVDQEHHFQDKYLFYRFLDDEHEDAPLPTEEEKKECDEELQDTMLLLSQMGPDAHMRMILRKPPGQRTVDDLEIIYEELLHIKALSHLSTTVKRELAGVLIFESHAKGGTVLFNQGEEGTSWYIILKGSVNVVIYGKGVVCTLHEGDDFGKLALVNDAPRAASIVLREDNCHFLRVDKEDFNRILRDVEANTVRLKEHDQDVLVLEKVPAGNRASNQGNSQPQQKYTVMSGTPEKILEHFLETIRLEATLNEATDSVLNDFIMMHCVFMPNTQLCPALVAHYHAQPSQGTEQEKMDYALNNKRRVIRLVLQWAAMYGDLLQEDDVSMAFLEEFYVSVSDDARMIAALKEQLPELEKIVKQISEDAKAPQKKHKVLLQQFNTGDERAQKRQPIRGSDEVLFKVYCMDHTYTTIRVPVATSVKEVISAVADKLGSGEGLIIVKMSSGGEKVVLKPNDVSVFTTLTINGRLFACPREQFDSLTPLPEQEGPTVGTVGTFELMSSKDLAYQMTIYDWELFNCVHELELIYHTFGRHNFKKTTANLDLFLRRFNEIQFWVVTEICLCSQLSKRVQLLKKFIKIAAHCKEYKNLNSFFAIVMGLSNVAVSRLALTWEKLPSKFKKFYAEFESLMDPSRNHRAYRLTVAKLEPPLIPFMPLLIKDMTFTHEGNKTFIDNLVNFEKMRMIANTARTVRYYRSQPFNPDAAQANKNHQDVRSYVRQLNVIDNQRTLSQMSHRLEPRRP
PLK1 PBD inh: PLK1 (human) polo-box domain binding inhibition. 2.8% of 360,000 active. Plk1 PBD binding of FITC phosphopeptide, fluorescence polarization. P53350. AID 720504. Potency, µM, inactives show max response, negative = inhibition, hits mostly inhibitors; note: potency is the fitted concentration of half-maximal effect; series mostly up to about 57 µM; % is set by controls: 0 for no effect and ±100 for the full control effect; nearly all actives have a fitted effect of over 65% in size
PI5P4Ka inh: inhibitors of human PI5P4K alpha | P48426 | PI5P4Kalpha enzyme, ADP-Glo luminescence, 60 min; stronger effect = lower value | max response, % | 1.2% of 330,000 active | AID 652105; active = max response of -50% or lower; inconclusive = between -30% and -50%; inactive = -30% or higher; note: value at the top dose of about 77 µM; % is set by controls: 0 for no effect and ±100 for the full control effect
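Controls without substrate or without enzyme flank wells where PI5P4Kalpha converts substrate using 5 microM ATP (final). Incubation lasts 60 minutes at room temperature; ADP formed is read by ADP-Glo luminescence.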
Mm-Cpn inhibitor: inhibitors of Methanococcus maripaludis chaperonin (MmCpn); purified Mm-Cpn ATPase, ADP Transcreener TR-FRET; Potency, µM (series often up to 76.9 µM), inactives show at the top dose activity, negative = inhibition, most hits filed as inhibitors; 0.031% of 330,000 active; note: potency is the fitted concentration of half-maximal effect; % is set by controls: 0 for no effect and ±100 for the full control effect; nearly all actives have a fitted effect of over 80% in size
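Inhibition of chaperonin ATP hydrolysis is measured as reduced ADP production, detected by competitive TR-FRET in which signal falls with ADP. Final enzyme 25 nM and ATP 10 uM, reacted 30 min at 37°C.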
WRN inhibitor: blocks human WRN helicase; Q14191; 0.46% of 360,000 active; WRN helicase unwinding, fluorescent forked duplex, kinetic; AID 651768; Potency, µM (doses to about 114 µM), without a hit: at the top dose activity change, negative = inhibition, hits mostly inhibitors; note: potency is the fitted concentration of half-maximal effect; % is set by controls: 0 for no effect and ±100 for the full control effect; nearly all actives have a fitted effect of over 55% in size
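Screening of the MLSMR collection measured strand separation of a quenched forked DNA duplex (100 nM) by 20 nM WRN with 2 mM ATP, all final. Compounds were preincubated with enzyme 15 min at room temperature.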
EPAC1 antagonist: blocks human EPAC1 exchange factor; O95398; Potency, µM (highest dose often 115 µM), for the others: top-dose activity change, negative = inhibition, most hits filed as inhibitors; 0.14% of 360,000 active; EPAC1 GEF assay, Rap1b-BODIPY-GDP exchange fluorescence;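 note: potency is the fitted concentration of half-maximal effect; plate controls were vehicle for no effect and positive control for full effect; nearly all actives have a fitted effect of over 50% in size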
EPAC1 agonist: agonists of human EPAC1. O95398. EPAC1 agonist qHTS, biochemical assay; response scale: 100% = response to 6.5 mM cAMP. Potency, µM (doses to about 154 µM), without a hit: at the top dose activation, most hits filed as activators. 0.073% of 360,000 active; note: potency is the fitted concentration of half-maximal effect; nearly all actives have a fitted effect of over 60% in size
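Normalized to 6.5 mM cAMP, activity reflects EPAC1-catalysed release of BODIPY-GDP from Rap1B, followed kinetically over 30 min at 480 nm excitation, 540 nm emission. Reaction contained 100 nM EPAC1, 250 nM Rap1B-BODIPY-GDP, 50 uM GDP.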
CCT chaperon mod: modulators of cytosolic chaperonin (CCT/TRiC) activity. 0.3% of 360,000 active. activity change, % (concentration not given with the values), hits read low. purified chaperonin ATPase assay, HTRF ADP detection, 30 min; in the data active = activity change below about -30%; note: % is set by controls: 0 for no effect and ±100 for the full control effect
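Nucleotide hydrolysis assay: TRiC at 20–40 nM final (set by batch activity) with 10 uM ATP, 30 min at 37 °C, in presence of 76 uM compound. Detection by competitive ADP HTRF, 30 min ambient.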
Numbers without * were called inactive; ? = inconclusive; nt = not tested or not shown; [ ] = remark or other dose. Unless noted, calls come from the whole dose curve; as a rule, active = well fitted curve in the direction sought with a large enough effect; inconclusive = small, poorly fitted or top-dose-only effect, or another doubt; inactive = no such curve, though single readings can be large; an effect the other way counts as inactive or inconclusive.

smiles	WRN inhibitor	PLK1 PBD inh	EPAC1 antagonist	Mm-Cpn inhibitor	CCT chaperon mod	PI5P4Ka inh	EPAC1 agonist	EPAC2 antag
COC(=O)C[C@H]1C=C[C@@H](NS(=O)(=O)c2ccccc2)[C@@H](CO)O1	-4%	-3%	-2%	nt	nt	-2	15%	14%
Cc1ccc(CN2C(=O)c3ccccc3NC2c2ccccn2)cc1 (configuration not stated)	5%	3%	-6%	4%	-0.1	7	-10%	-7%
CC(C)N(C(=O)[C@H]1C[C@H](CC(=O)NCCCN(C)C)C(=O)N2CCc3c([nH]c4ccc(Cl)cc34)[C@]12C)C(C)C	-5%	-10%	-10%	2%	0.0	0	-10%	-7%
Cc1ccccc1N=C1NC(=O)/C(=C/c2cccn2C)S1	-8%	-9%	-6%	1%	2.4	?	-14%	-4%
CSc1ccc(C#N)cc1NC(=O)c1ccc(Cl)cc1Cl	-6%	-1%	0%	?	0.6	-3	-7%	-2%
Cc1noc(C)c1S(=O)(=O)N(C)CC(=O)Nc1ccc(F)cc1	-2%	-2%	8%	0%	1.0	nt	-7%	9%
COc1ccc([N+](=O)[O-])cc1NC(=S)NC(=O)C(C)(C)C	3%	?	-7%	-2%	-1.0	7	-11%	-12%
CC1(c2ccccc2Cl)NC(=O)N(CC(=O)NCCC2=CCCCC2)C1=O (configuration not stated)	2%	-9%	1%	0%	-2.3	9	2%	3%
N#CCSc1ncccc1-c1nc2ccccc2[nH]1	-5%	-5%	2%	-3%	-4.1	-3	10%	-3%
CCCCC12CN3CCN(CC(C3)/C1=N\NC(=O)Nc1ccccc1)C2	-21%[57.1 µM]	8%	33%[activator]	0%	0.6	8	-3%	19%
CCOC(=O)C1=C(C)Nc2ccccc2N=C1NC(=O)Cc1ccc(Cl)c(Cl)c1	-5%	-17%	?	0%	-0.4	5	1%	2%
CCCCC[C@H](O)/C=C/[C@@H]1[C@@H](C/C=C\CCCC(=O)OC)[C@@H](O)C[C@H]1O	12%	-15%	?	-6%	-0.9	1	-7%	5%
O=S1(=O)CC(N2CCC(c3ccccc3)CC2)CN1Cc1ccccc1 (configuration not stated)	-3%	-3%	1%	nt	-1.3	3	2%	11%
Cc1ccc(/C=C2\SC(=O)N(CCNC(=O)C3CSC4(C)CCC(=O)N34)C2=O)cc1 (configuration not stated)	-9%	-5%	-9%	-5%	0.9	-2	?	5%
Cc1ccc(-c2nc(CC(=O)Nc3cccc(S(=O)(=O)NC4=NCCC4)c3)cs2)cc1	3%	-7%	4%	-8%	0.6	-6	1%	-15%
COc1ccccc1NC(=O)CSc1nnc(-c2ccoc2C)n1CC1CCCO1 (configuration not stated)	-2%	-8%	-17%	2%	-0.5	-5	0%	-3%
O=C(OCCOc1ccccc1)c1n[nH]c2ccccc12	-3%	6%	-14%	1%	-0.8	16	2%	-21%
CC(=O)Nc1cccc(-c2ccnc3c2CC(C(=O)NCC2CCOCC2)O3)c1 (configuration not stated)	-1%	-4%	-20%	nt	-23	-2	1%	20%
CCC(C)(C)NC(=O)C(c1ccc(O)cc1)N(C(=O)Cn1nnc2ccccc21)c1ccc(NC(C)=O)cc1 (configuration not stated)	-5%	4%	-11%	-3%	-2.4	-13	-14%	19%
CC(=O)c1c(C)[nH]c(C(=O)OCC(=O)NCCC(C)C)c1C	-2%	-15%	-6%	-2%	-1.6	2	-2%	-6%

Arranged by SMILES length (falling): some entries from above
smiles	WRN inhibitor	PLK1 PBD inh	EPAC1 antagonist	Mm-Cpn inhibitor	CCT chaperon mod	PI5P4Ka inh	EPAC1 agonist	EPAC2 antag
CCOC(=O)C1=C(C)Nc2ccccc2N=C1NC(=O)Cc1ccc(Cl)c(Cl)c1	-5%	-17%	?	0%	-0.4	5	1%	2%
CCCCC12CN3CCN(CC(C3)/C1=N\NC(=O)Nc1ccccc1)C2	-21%[57.1 µM]	8%	33%[activator]	0%	0.6	8	-3%	19%
N#CCSc1ncccc1-c1nc2ccccc2[nH]1	-5%	-5%	2%	-3%	-4.1	-3	10%	-3%

(listing goes on)
smiles	WRN inhibitor	PLK1 PBD inh	EPAC1 antagonist	Mm-Cpn inhibitor	CCT chaperon mod	PI5P4Ka inh	EPAC1 agonist	EPAC2 antag
CCOc1ccccc1OCCCC(=O)Nc1cccc(S(=O)(=O)N2CCOCC2)c1	-2%	-5%	-2%	-1%	-2.9	6	6%	-2%
CC1CCCCN1C(=O)CSc1nnc(-c2cccs2)o1 (configuration not stated)	0%	-10%	13%	0%	-2.1	2	13%	8%
O=C1C2CC=C(Cl)CC2C(=O)N1CCC[n+]1ccccc1 (configuration not stated)	-3%	-1%	12%	2%	-1.2	-5	4%	9%
CCc1nc2c(OCc3ccc4c(c3)OCO4)cccn2c1N(C=O)Cc1ccccc1	0%	-2%	-12%	nt	-1.6	-12	-1%	-26%
CCOn1c(=O)c(-c2cccs2)[n+]([O-])c2ccccc21	-8%	?	-7%	-2%	0.4	nt	-2%	6%
Brc1cccc(-c2nc3c4ccccc4ccn3c2Cc2ccsc2)c1	-10%	1%	12%	nt	-1.3	0	3%	11%
CSc1ccccc1C(=O)C1CCCN(C(=O)c2cncs2)C1 (configuration not stated)	6%	13µM*	1%	0%	0.7	-28	6%	0%
O=C(NC(=S)Nc1cccc(Cl)c1N1CCCCC1)c1cccs1	-13%	-1%	-1%	-2%	-1.4	nt	21%	-12%
C=CCCC(=O)N1C[C@H]2CON(C)[C@H]2C[C@H]1c1cccc(Oc2ccccc2)c1	6%	-1%	12%	nt	-1.5	0	-12%	-5%
NC(=O)c1ccsc1NC(=O)COC(=O)C1=NNC(=O)CC1	-4%	-17%	-2%	-2%	-2.6	-3	-1%	6%
S=c1[nH]nc(C2CCCCC2)n1/N=C/c1ccccc1Cl	-13%	13µM*	-16%	0%	1.0	4	14%	?
COC(=O)c1ccccc1NC(=O)CN1CCN(C23CC4CC(CC(C4)C2)C3)CC1	-1%	-6%	-10%	-1%	-0.3	nt	5%	11%
Nc1nc(N)c(-c2cccc(C(F)(F)F)c2)c(Cc2cccc(C(F)(F)F)c2)n1	-8%	-1%	-26%	nt	-3.4	0	5%	?
COc1cccc(OCc2cc(C(=O)N3CCN(C(=O)c4ccco4)CC3)no2)c1	-6%	-3%	4%	0%	-0.1	1	13%	-7%
CCC(C)N(C(=O)COC(=O)CSc1ccc(C)c(C)c1)C1CCS(=O)(=O)C1 (configuration not stated)	-3%	-2%	-17%	0%	1.9	4	2%	14%
C=CCOc1ccc(CNC(C)(C)CO)cc1OCC	10%	-8%	-3%	-3%	-0.8	-4	5%	-2%
NS(=O)(=O)c1ccc(CCNC(=S)NC2CCCCC2)cc1	-2%	-15%	-25%	0%	-0.2	-4	6%	3%
Cc1nn(Cc2ccccc2)c(C)c1N	14%	-15%	-12%	0%	-3.8	3	4%	0%
NS(=O)(=O)c1cc2c(cc1Cl)NCNS2(=O)=O	-2%	-2%	-6%	-4%[15.4 µM]	0.7	6	-12%	8%
CC(=O)Nc1cccc(-c2cc(NC=O)c3ncc(-c4ccc(F)c(Cl)c4)n3c2)c1	-16%	-22%	4%	nt	-1.0	-70*	1%	-8%

Compounds shown so far with a cyano group, in the order listed:
smiles	WRN inhibitor	PLK1 PBD inh	EPAC1 antagonist	Mm-Cpn inhibitor	CCT chaperon mod	PI5P4Ka inh	EPAC1 agonist	EPAC2 antag
CSc1ccc(C#N)cc1NC(=O)c1ccc(Cl)cc1Cl	-6%	-1%	0%	?	0.6	-3	-7%	-2%
N#CCSc1ncccc1-c1nc2ccccc2[nH]1	-5%	-5%	2%	-3%	-4.1	-3	10%	-3%

(cont.)
smiles	WRN inhibitor	PLK1 PBD inh	EPAC1 antagonist	Mm-Cpn inhibitor	CCT chaperon mod	PI5P4Ka inh	EPAC1 agonist	EPAC2 antag
Cc1cc(C)cc(NC(=O)CSc2nc(=O)n(CCCN3CCOCC3)c3c2CCCC3)c1	?	-3%	3%	-9%	-4.3	-4	14%	-1%
COc1ccc(C(=O)N2CCN(c3nc(C4CC4)nc4sc(C)c(C)c34)CC2)cc1	-12%	-15%	24%	-7%	-8.9	4	10%	2%
CCC1CCCCN1CCCNC(=O)c1cn(CC)c2ccc(S(=O)(=O)N(C)C3CCCCC3)cc2c1=O (configuration not stated)	4%	-5%	0%	-3%	-0.4	1	-4%	-5%
CN(c1ccc(OCC(=O)Nc2nc(-c3ccccc3)cs2)cc1)S(=O)(=O)c1ccc(F)cc1	3%	-11%	-16%	-2%	0.3	-10	14%	-6%
CCOC(=O)C(=CNc1cc(OC)ccc1-n1cccc1)C(=O)OCC	-5%	3%	-2%	0%	-0.1	1	3%	-5%
COc1ccccc1NC(=O)N1CCN(CCc2ccccc2)CC1	6%	-18%	15%	-2%	-0.7	1	3%	9%
CCN(c1ccc(NC(=O)COC(=O)c2cc3ccccc3oc2=O)cc1)C(C)C	-29%[57.1 µM]	-5%	-12%	3%	-1.2	-3	6%	-12%
Cc1cc(O)c(Oc2cc(C)cc(O)c2O)c(O)c1	28µM*	?	-17%	nt	-1.2	?	-9%	8%
O=C1NC[C@H](CCCCN2CCN(Cc3ccccc3)C(=O)C2=O)N(CCc2ccc(O)cc2)C1=O	6%	-4%	-9%	nt	1.4	-8	-28%	4%
O=C(Cc1ccc(Br)cc1)OCC(=O)N1CCc2ccccc2C1	-7%	-8%	?	0%	-2.4	1	9%	-4%
COc1cccc(/C=C2\Oc3cc(OCC(=O)N4CCCCC4)ccc3C2=O)c1OC	-17%	-12%	?	-4%	-2.1	-17	11%	-16%
CCN(CC(=O)Nc1c(F)cccc1F)C(=O)CN1C(=O)NC2(CCCC2)C1=O	3%	2%	-9%	-4%	1.0	4	9%	0%
CCc1[nH]nc(C(=O)N2CCCC(CO)(Cc3ccc(F)cc3F)C2)c1C (configuration not stated)	-2%	0%	17%	-3%	0.0	-6	-14%	1%
COc1ccc(N2CSC(=S)N(c3ccc(OC)cc3)C2)cc1	14%	-5%	5%	nt	2.1	-1	-11%	-6%

Results in EPAC1 antagonist and CCT chaperon mod, for some of the entries so far:
SMILES | EPAC1 antagonist | CCT chaperon mod
COc1ccccc1NC(=O)N1CCN(CCc2ccccc2)CC1 | 15% | -0.7
CCN(c1ccc(NC(=O)COC(=O)c2cc3ccccc3oc2=O)cc1)C(C)C | -12% | -1.2

Some of the compounds tested; the hit share may differ from the screen's.
